CAL PDZ FP-1: CAL PDZ peptide-binding inhibitors, primary screen, biochemical, fluorescence polarization, Cer-tagged CAL PDZ, HTS | AID 504414, 2011 | Golgi-associated PDZ and coiled-coil motif-containing protein (Homo sapiens), Q9HD26 | inhibition, % at 20 µM | 330,000 compounds, 0.02% hits | purified CAL PDZ, TMR-peptide fluorescence polarization, 1 h;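 active = highest replicate inhibition of at least 40%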;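 note: plate controls were DMSO neutral control wells for no effect and unlabeled competitor peptide control wells for full effect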
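material = purified tagged CAL PDZ domain construct (CerCALP) | buffer or medium = sodium phosphate/NaCl buffer pH 7.4 with TCEP, IgG, Thesit | reagent = TMR-labelled reporter peptide T*-PRC34 bound in PDZ groove | incubation = 1 h room-temperature incubation prior to read | measured by = fluorescence polarization (mP) | evaluation = percent inhibition from loss of millipolarization | control set = unlabelled peptide and DMSO controls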
DAGLB inhibitor: DAGLB lipase inhibitors, primary screen, biochemical, fluorescence, HTS; 340,000 compounds, 0.059% hits; Diacylglycerol lipase-beta (Homo sapiens), Q8NCG7; inhibition, % at 5.17 µM; HEK293T DAGLB membrane lysate, EnzChek fluorogenic substrate; in the data active = inhibition above about 34%;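 note: 0% = enzyme with vehicle and 100% = wells lacking enzyme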
RTF Ca sens inh: cardiac RTF calcium sensitivity inhibitors, primary screen, biochemical, IANBD-TnC fluorescence, EC70 calcium | Troponin I, cardiac muscle (Homo sapiens) + Troponin T, cardiac muscle (Homo sapiens) + … | IANBD-labeled cardiac RTF, Ca2+ fluorescence | inhibition, % at 7.15 µM | 340,000 compounds, 0.12% hits;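 active = inhibition above the mean inhibition of all tested compounds plus 3 SD, cut at about 17% in these data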;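 note: assay run at fixed EC70 calcium of 1.6 mM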
C-LANA FP: inhibitors of KSHV C-LANA binding to DNA, primary screen, biochemical, fluorescence polarization, FAM-LBS DNA, MBP-C-LANA, single point; Kaposi's sarcoma herpesvirus LANA C-terminal domain (residues 932-1162) DNA binding; inhibition, % at 9 µM; 340,000 compounds, 0.078% hits;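 active = highest replicate inhibition at or above 60% at 9 µM, even if other replicates fall short; inactive = all replicates below 60% inhibition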;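 note: 0% = neutral control wells and 100% = 4 µM acridine orange control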
SR-BI uptake up: activators of SR-BI mediated DiI-HDL uptake, primary screen, ldlA[mSR-BI] CHO cells, DiI fluorescence; 3 h; 100 = double the neutral-control signal; activation, % at 12.5 µM; 320,000 compounds, 0.096% hits;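 active = mean replicate activation of at least 60% and every replicate at or above 60%; inconclusive = mean or all-replicate condition met, but not both; inactive = mean below 60% and not all replicates reaching 60%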;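 note: 0% = median plate neutral-control signal and 100% = twice that signal; values of inactives mirror those of a sister screen read the other way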
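Assay system: CHO ldlA[mSR-BI] cells, LDL receptor-null, SR-BI overexpressing; medium: Ham's F12 with 0.5% BSA, HEPES 25 mM, pH 7.4; also added: DiI-HDL 10 µg/mL; timing: 3 h uptake period with compound, 37 °C; signal: DiI fluorescence, bottom read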
Rtt109 HAT inh: inhibitors of C. albicans Rtt109/Vps75 HAT, primary screen, biochemical, ThioGlo CoA-SH fluorescence, plate reader | Histone acetyltransferase RTT109 (Candida albicans (strain SC5314 / ATCC MYA-2876)), … | purified Rtt109/Vps75, 4 h | inhibition, % at 34.9 µM | 330,000 compounds, 0.16% hits | AID 540336, 2011;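 active = inhibition of at least 50% in every replicate; inconclusive = best replicate reaches 50% inhibition but some replicates fall short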
Target sequence (Q5AAJ8 whole entry, looked up): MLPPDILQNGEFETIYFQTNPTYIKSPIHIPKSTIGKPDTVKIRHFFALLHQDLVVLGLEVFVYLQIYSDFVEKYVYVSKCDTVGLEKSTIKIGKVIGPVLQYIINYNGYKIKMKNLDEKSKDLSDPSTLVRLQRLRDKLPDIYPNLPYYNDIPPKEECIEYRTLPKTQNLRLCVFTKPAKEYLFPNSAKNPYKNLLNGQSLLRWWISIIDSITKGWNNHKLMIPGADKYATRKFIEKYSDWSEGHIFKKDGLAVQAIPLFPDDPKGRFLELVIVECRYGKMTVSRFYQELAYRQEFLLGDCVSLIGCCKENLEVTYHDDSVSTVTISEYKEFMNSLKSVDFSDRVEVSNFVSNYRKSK
Keap1 Nrf2 FP: Keap1-Nrf2 protein-protein interaction inhibitors, primary screen, biochemical, fluorescence polarization, single point | Keap1 Kelch-Nrf2 peptide fluorescence polarization, 1536-well | inhibition, % at 9.4 µM | Kelch-like ECH-associated protein 1 (Homo sapiens), Q14145 | 340,000 compounds, 0.15% hits | AID 504523, 2011; in the data active = inhibition above about 12%; inconclusive = no clear call, values can overlap the other calls; inactive = below about 7.3%;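 note: human Keap1 Kelch domain with fluorescein labeled Nrf2 9mer peptide probe; 0% = neutral control wells and 100% = peptide positive control; higher means more block of Keap1 binding to Nrf2 peptide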
PKA-R2B act: activators of PKA-R2B holoenzyme, primary screen, biochemical, fluorescence polarization, Cy5-IP20, human | 340,000 compounds, 0.079% hits | AID 504700, 2011 | PKA-R2B holoenzyme dissociation; R2B truncated from residue 108, S112A mutant; 0% DMSO only, 100% 113 µM cGMP | activation, % at 11.4 µM | cAMP-dependent protein kinase catalytic subunit beta (Homo sapiens) + cAMP-dependent …;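 active = activation above a cutoff set at the mean over all compounds plus 3 SD, cut at about 18% in these data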;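 note: higher means more holoenzyme dissociation and a rise in polarization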
Target sequence (P31323 whole entry, looked up, other chains not shown, the tested form may be a part): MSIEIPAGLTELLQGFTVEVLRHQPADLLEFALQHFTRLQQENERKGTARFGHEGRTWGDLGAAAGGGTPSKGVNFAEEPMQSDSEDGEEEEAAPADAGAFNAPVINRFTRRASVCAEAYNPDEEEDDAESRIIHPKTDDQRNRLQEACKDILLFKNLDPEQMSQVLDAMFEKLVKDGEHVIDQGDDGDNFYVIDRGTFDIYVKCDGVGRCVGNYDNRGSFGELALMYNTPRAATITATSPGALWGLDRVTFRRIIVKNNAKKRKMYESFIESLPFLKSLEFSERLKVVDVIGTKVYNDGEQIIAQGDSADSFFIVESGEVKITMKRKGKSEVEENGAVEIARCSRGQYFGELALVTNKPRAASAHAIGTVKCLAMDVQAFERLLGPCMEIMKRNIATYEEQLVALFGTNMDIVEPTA
cardiac RTF act: cardiac RTF calcium sensitivity activators, primary screen, biochemical, IANBD-TnC fluorescence, EC20 calcium | activation, % at 7.2 µM | IANBD-labeled TnC RTF fluorescence at EC20 calcium; 0% EC20 calcium, 100% full calcium | AID 493008, 2010 | 340,000 compounds, 0.24% hits;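 active = activation above the mean over all tested compounds plus 3 SD, cut at about 30% in these data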;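 note: rise in fluorescence read as greater calcium sensitivity of cardiac thin filaments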
CAL PDZ FP-2: untagged CAL PDZ binding inhibitors, primary screen, biochemical, fluorescence polarization, HTS; purified CAL PDZ, TMR-peptide fluorescence polarization, 1 h; inhibition, % at 24.9 µM; 300,000 compounds, 0.92% hits; AID 602252, 2012;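 active = mean inhibition of at least 30% with at least half of replicates also reaching 30%; inconclusive = no clear call, values can overlap the other calls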;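 note: 0% = DMSO neutral control and 100% = excess unlabeled competitor peptide PRC23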
* hit, by the source's call; u = inconclusive; x = not tested or not shown. Compounds as they come; about 1.6% have a hit in one of these screens.

CAL PDZ FP-1,DAGLB inhibitor,RTF Ca sens inh,C-LANA FP,SR-BI uptake up,Rtt109 HAT inh,Keap1 Nrf2 FP,PKA-R2B act,cardiac RTF act,CAL PDZ FP-2,mol
-1.1,-2,8,3.5,-5,9,-3,7,1,-5,O=C1C=C(c2ccc(C(=O)O)cc2)C[C@@H](c2ccc3c(c2)OCO3)C1
-1.7,-2,-8,1.3,-18,1,-3,-3,-5,-3,CC(C)(C)NC(=O)NC(=O)CN1c2cccc3cccc(c23)S1(=O)=O
-0.5,-1,-9,-0.2,-2,-9,1,-1,-1,40*,CN(C)c1nc(NCc2ccccc2)nc(Oc2ccc(=O)[nH]n2)n1
-1.4,1,-6,0.3,u,2,1,5,8,-3,NC(=O)CSc1ccc(Br)cc1
0.1,2,-1,0.5,-21,2,1,-13,-5,x,CC(=O)N1CCCc2cc(S(=O)(=O)CCC(=O)N3CCN(c4cccc(C)c4)C(C)C3)ccc21 (stereo not given)
1.4,1,-6,-1.8,-26,-5,-6,-10,-3,3,CCn1cc(C(=O)NCCC(=O)NCCCO)c(=O)c2cc3c(cc21)OCO3
-1.9,-5,0,0.3,-43,12,-2,-11,1,0,O=C(COc1ccccc1)N1CCN(c2ncnc3c2cnn3-c2ccccc2)CC1
-2.7,-1,-19,1.0,x,-7,-4,0,5,-3,CC(C(=O)Nc1ccc(C#N)cc1)N(C)Cc1cccs1 (stereo not given)
0.6,-2,-8,-0.1,5,5,-3,-9,4,x,COc1ccc(C)cc1N(CC(=O)NCCSCc1cccc(Cl)c1)S(C)(=O)=O
-3.7,3,-10,-0.8,-1,23,1,-11,-6,-2,CCCCn1c(N)c(N(CC(C)C)C(=O)c2ccc(Cl)c(S(=O)(=O)N3CCCC3)c2)c(=O)[nH]c1=O
-1.8,-2,7,0.8,6,4,2,-12,-3,-2,Cc1ccc2nc(NC(=O)CCNS(=O)(=O)c3ccc(Br)s3)sc2c1
-0.5,4,-4,-0.3,-8,-1,8,-2,-3,x,Cc1ccc(S(=O)(=O)N2CCC3(CC2)OCCN3S(=O)(=O)c2c(C)cc(C)cc2C)cc1
-0.2,-1,-5,-0.1,-9,-4,-2,-3,4,-1,COC(=O)COC(=O)c1ccc(O)cc1
-1.6,-2,-2,0.9,11,1,-1,-2,2,x,CCOC(=O)NC(=O)C(=CNc1cccc(C)c1)C(=O)NC(=O)OCC
-1.6,4,-7,0.1,-30,-1,-8,-6,8,x,CCCCc1ccc(-c2csc(/C(C#N)=C\c3ccc(C)o3)n2)cc1
-4.3,-6,-2,-0.5,x,-10,-2,-5,0,4,Cc1cc(C)nc(-n2nc(C)c3c(C(F)F)cc(C)nc32)n1
0.0,-1,-6,0.8,10,-3,-4,-3,-1,-1,COc1ccc(CC(=O)NCc2ccccc2)cc1
-1.4,1,-8,0.9,-6,-1,-2,-10,2,3,O=c1c(Cc2ccc(Cl)cc2Cl)c(O)ccn1Cc1ccc(Cl)cc1
-1.1,-1,-1,0.4,4,-16,-6,-4,-4,0,O=C(CSc1ncccn1)N1CCCCCC1
-1.1,-1,-14,-2.3,8,-3,-5,4,-1,-2,O=C(Cn1ncc2c(=O)oc3ccccc3c21)NCCc1ccsc1

Some of these compounds in order of molecular weight, smallest number first.
CAL PDZ FP-1,DAGLB inhibitor,RTF Ca sens inh,C-LANA FP,SR-BI uptake up,Rtt109 HAT inh,Keap1 Nrf2 FP,PKA-R2B act,cardiac RTF act,CAL PDZ FP-2,mol
-0.2,-1,-5,-0.1,-9,-4,-2,-3,4,-1,COC(=O)COC(=O)c1ccc(O)cc1
-1.4,1,-6,0.3,u,2,1,5,8,-3,NC(=O)CSc1ccc(Br)cc1
-1.1,-1,-1,0.4,4,-16,-6,-4,-4,0,O=C(CSc1ncccn1)N1CCCCCC1
0.0,-1,-6,0.8,10,-3,-4,-3,-1,-1,COc1ccc(CC(=O)NCc2ccccc2)cc1
-1.6,4,-7,0.1,-30,-1,-8,-6,8,x,CCCCc1ccc(-c2csc(/C(C#N)=C\c3ccc(C)o3)n2)cc1
-1.1,-1,-14,-2.3,8,-3,-5,4,-1,-2,O=C(Cn1ncc2c(=O)oc3ccccc3c21)NCCc1ccsc1
-1.6,-2,-2,0.9,11,1,-1,-2,2,x,CCOC(=O)NC(=O)C(=CNc1cccc(C)c1)C(=O)NC(=O)OCC
1.4,1,-6,-1.8,-26,-5,-6,-10,-3,3,CCn1cc(C(=O)NCCC(=O)NCCCO)c(=O)c2cc3c(cc21)OCO3
-1.4,1,-8,0.9,-6,-1,-2,-10,2,3,O=c1c(Cc2ccc(Cl)cc2Cl)c(O)ccn1Cc1ccc(Cl)cc1
0.6,-2,-8,-0.1,5,5,-3,-9,4,x,COc1ccc(C)cc1N(CC(=O)NCCSCc1cccc(Cl)c1)S(C)(=O)=O
-1.8,-2,7,0.8,6,4,2,-12,-3,-2,Cc1ccc2nc(NC(=O)CCNS(=O)(=O)c3ccc(Br)s3)sc2c1
-0.5,4,-4,-0.3,-8,-1,8,-2,-3,x,Cc1ccc(S(=O)(=O)N2CCC3(CC2)OCCN3S(=O)(=O)c2c(C)cc(C)cc2C)cc1
0.1,2,-1,0.5,-21,2,1,-13,-5,x,CC(=O)N1CCCc2cc(S(=O)(=O)CCC(=O)N3CCN(c4cccc(C)c4)C(C)C3)ccc21 (stereo not given)

The results go on.
CAL PDZ FP-1,DAGLB inhibitor,RTF Ca sens inh,C-LANA FP,SR-BI uptake up,Rtt109 HAT inh,Keap1 Nrf2 FP,PKA-R2B act,cardiac RTF act,CAL PDZ FP-2,mol
-0.3,0,-5,-0.6,-19,11,-4,5,5,-4,CC(C)(C)n1nc(Cc2cccc3ccccc23)c(C#N)c1N
-0.7,-1,-8,0.6,8,-1,1,6,7,-3,CCNC(=O)C1Cc2cc(S(=O)(=O)N3CCCC3)ccc2N1C(C)=O (stereo not given)
-2.5,-8,-7,0.9,-31,x,0,15,3,-3,O=C(CN1CCN(c2ccc(F)cc2)CC1)N1CCC(Cc2ccccc2)CC1
-0.4,3,2,-1.3,30,-1,-1,5,-3,-1,c1ccc2c(c1)OCCOCCOCCOCCOc1ccccc1OCCOCCOCCO2
-2.5,4,-7,-1.5,-3,3,3,-14,-6,-3,CC(C(=O)NC1CCCCC1)N(Cc1ccc(F)cc1)C(=O)c1snc(C(N)=O)c1N (stereo not given)
-1.7,4,8,-0.6,x,-3,-1,-6,7,-5,O=C(NCCN1CCOCC1)c1ccc2c(c1)N(Cc1cccc(F)c1)C(=O)c1ccccc1S2
-2.0,5,-4,4.0,-11,12,3,-6,2,0,CC(C)c1ccc(S(=O)(=O)N2CCN(CC(=O)c3ccc(O)c(O)c3)CC2)cc1
-2.2,-1,-11,0.3,7,18,-5,-9,-4,-2,O=C(CCC(=O)N1CCN(Cc2ccc(F)cc2)CC1)Nc1nnc(C(F)(F)F)s1
-0.3,0,-7,-1.0,-5,-2,0,5,-1,-3,COC(=O)C1CCN(C(=O)COC(=O)CC(NC(N)=O)c2ccc(Cl)cc2)CC1 (stereo not given)
-1.7,-3,2,-0.3,-17,17,-7,-1,-4,63*,O=C(CNC1CCCCC1)Nc1ccc([N+](=O)[O-])cc1C(=O)Nc1ccccc1F
0.6,-1,-5,3.1,8,7,-1,-10,0,-3,CC1(c2ccc3ccccc3c2)NC(=O)N(CC(=O)N2CCCC(C(F)(F)F)C2)C1=O (stereo not given)
-0.2,-2,2,-0.6,9,-8,2,-3,2,x,CC(C)c1ccc(N(C(=O)c2csnn2)C(C(=O)NC(C)(C)C)c2cccnc2)cc1 (stereo not given)
x,0,-22,1.0,3,11,0,0,4,-2,CCc1c(C)sc(NC(=O)C2CCCCC2C(=O)O)c1C(N)=O (stereo not given)
-2.4,-6,-4,2.2,21,6,3,10,1,1,Cc1ccc(CSCC(=O)NCc2cccs2)cc1
-1.5,5,-9,2.8,-9,-10,-5,6,-1,-1,COC(=O)[C@@H]1C[C@@]2(O)[C@@H](O)[C@@H](O)[C@@H](O)C[C@H]2N1C/C=C/c1ccccc1
-1.3,-4,4,-7.2,-68,-7,0,-9,-9,-2,CNc1ncc(C(=O)c2ccc(-c3ccccc3)cc2)s1
-2.5,2,-2,-0.3,-2,6,2,-9,-6,-6,COc1ccc(N2CCN(C(=O)CCNC(=O)c3ccc(C(C)(C)C)cc3)CC2)cc1
-2.6,0,-3,1.3,16,-5,3,-12,3,-5,O=C1c2ccccc2C(=O)N1CCSC(=S)N1CCOCC1
-0.3,2,-7,-0.2,-6,-4,2,11,5,-3,COC(=O)c1ccc(NC(=O)c2cccc(Cl)c2)o1
-0.1,-4,-21,-0.7,22,1,2,-4,2,-3,CC(NC(=O)COc1ccccc1-c1ccccc1)c1ccccc1 (stereo not given)
-0.9,4,-12,7.8,6,-2,3,-2,2,-2,Nc1n[nH]c2cc(=O)n(-c3ccc(Cl)cc3)nc12
-0.5,3,-2,1.8,22,-1,3,-2,8,1,CC(C)C(=O)NC(=S)Nc1ccc(S(=O)(=O)Nc2nccs2)cc1
0.7,-1,-5,-0.3,15,1,0,10,-6,-4,CCC(=O)Nc1ccc(S(=O)(=O)Nc2ccccn2)cc1
